D1 antagonist – blocks dopamine activation of the human D1 receptor | P21728 | HEK293 TREx D1 cells, calcium flux, dopamine EC80; active compounds read low | activity change, negative = inhibition, % at 10 µM | 360,000 compounds, 3.2% hits | AID 504652; in the data active = activity change below about -30%; note: % is set by controls: 0 for no effect and ±100 for the full control effect
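Compound effects on dopamine-evoked calcium signalling were measured in tetracycline-induced HEK293 Trex D1 cells. Dopamine at EC80 followed a 180 s compound pre-read, and fluorescence was tracked kinetically for 180 s more.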
D2 antagonist – antagonizes the human D2 dopamine receptor; P14416; HEK293 TREx D2 cells, calcium flux, dopamine EC80; inhibition, % at 10 µM; 340,000 compounds, 2% hits; AID 485344; in the data active = inhibition above about 30%; note: 0% is about no effect
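Inhibition of EC80 dopamine-driven calcium flux, recorded kinetically, defines activity here; cells are a tetracycline-induced HEK293 T-REx line expressing force-coupled D2.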
D2 ag – D2 dopamine receptor (human) agonism; P14416; HEK293 T-REx D2 cells, calcium flux agonist mode; activation, % at 2 µM; 340,000 compounds, 0.53% hits; AID 485358;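 active = activation over 3 SD above normal in the single-dose calcium agonist read, cut at about 30% in these data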; note: 0% is about no effect
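In this primary screen, compounds producing a positive calcium signal within 180 s of addition to tetracycline-induced, force-coupled HEK293 Trex D2 cells are flagged; cells are dye-loaded with a no-wash calcium kit beforehand.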
D1 PAM – human D1 dopamine receptor positive modulation; P21728; HEK293 TREx D1 cells, calcium flux, dopamine EC20 potentiation; potentiation, % at 10 µM; 360,000 compounds, 0.036% hits; in the data active = potentiation above about 30%; note: 0% is about no effect
D2 potentiator – positively modulates the human D2 dopamine receptor allosterically | P14416 | HEK293 T-REx D2, calcium flux, EC20 dopamine potentiation | potentiation, % at 10 µM | 340,000 compounds, 0.34% hits;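 active = potentiation over 3 SD above the plate norm, cut at about 30% in these data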; note: 0% is about no effect
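Using a no-wash calcium dye in inducible, force-coupled HEK293 Trex cells expressing D2, we tracked fluorescence each second for 180 s after compound, then for 180 s after EC20 dopamine to detect augmented signalling.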
TRHR enhancer – TRH receptor (human) allosteric enhancement | TRHR cells, fluo-8 calcium fluorescence, EC20 TRH enhancement | 360,000 compounds, 0.66% hits | enhancement, % at 2 µM | AID 493056; in the data active = enhancement above about 30%; note: 0% is about no effect
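TRHR-expressing cells loaded with fluo-8 calcium dye were read kinetically (ex 480/em 530) during compound addition, then stimulated with an EC20 of TRH (10 nM final). Enhancement of the Gq-mediated intracellular calcium response was scored.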
D1 ag – human D1 receptor agonism; P21728; HEK293 T-REx D1 cells, calcium flux, agonist mode; activation, % at 2 µM; 360,000 compounds, 1% hits; AID 504660; note: 0% is about no effect
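Agonism was scored from calcium flux recorded over 180 s (1 read/s) after pintool compound addition, following a 10-cycle baseline. Cells were inducible force-coupled HEK293 TREx D1, plated overnight at 30 C and loaded with no-wash calcium dye.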
TRHR agonist – activates the human TRH receptor | activation, % at 2 µM | TRHR cells, calcium flux fluo-8, FDSS agonist mode | P34981 | 360,000 compounds, 0.18% hits; note: 0% is about no effect
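Steps: seed TRHR cells overnight; add fluo-8 no-wash Ca dye, RT 30 min–1.5 h; record 10 s baseline; pin-transfer compounds; monitor fluorescence 1 cycle/s for the agonist window. Calcium increases flag candidate agonists.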
RXFP1 antagonist – RXFP1 (human) relaxin receptor antagonism; Q9HBX9; HEK293-RXFP1, relaxin-stimulated cAMP HTRF, 30 min; active compounds read low; 350,000 compounds, 0.59% hits; AID 1259400; activity change, negative = inhibition, % at 57.5 µM;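 active = activity change of -60% or lower, but not beyond a set lower limit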; note: % is set by controls: 0 for no effect and ±100 for the full control effect
Target sequence (Q9HBX9 whole entry, looked up): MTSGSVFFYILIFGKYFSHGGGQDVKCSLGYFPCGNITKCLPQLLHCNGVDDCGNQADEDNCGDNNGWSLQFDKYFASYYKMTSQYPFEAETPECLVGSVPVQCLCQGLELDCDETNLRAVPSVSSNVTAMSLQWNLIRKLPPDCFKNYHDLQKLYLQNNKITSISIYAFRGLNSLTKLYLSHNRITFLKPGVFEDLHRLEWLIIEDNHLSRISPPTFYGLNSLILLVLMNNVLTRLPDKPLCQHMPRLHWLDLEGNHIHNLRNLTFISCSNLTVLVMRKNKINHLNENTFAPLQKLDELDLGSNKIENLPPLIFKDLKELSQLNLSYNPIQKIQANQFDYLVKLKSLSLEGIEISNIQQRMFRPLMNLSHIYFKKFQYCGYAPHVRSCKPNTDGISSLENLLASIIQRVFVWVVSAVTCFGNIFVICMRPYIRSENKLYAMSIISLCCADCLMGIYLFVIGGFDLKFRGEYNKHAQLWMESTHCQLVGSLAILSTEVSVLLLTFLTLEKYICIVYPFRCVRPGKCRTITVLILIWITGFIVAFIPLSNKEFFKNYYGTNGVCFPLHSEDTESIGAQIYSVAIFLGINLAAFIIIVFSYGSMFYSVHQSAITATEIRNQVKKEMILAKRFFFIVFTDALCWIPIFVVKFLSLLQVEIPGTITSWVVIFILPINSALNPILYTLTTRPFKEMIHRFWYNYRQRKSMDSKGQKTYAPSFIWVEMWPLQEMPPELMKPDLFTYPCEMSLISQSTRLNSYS
* hit, by the source's call; . = no result given. Cut-off read from the data, not from the text of the source, unless noted: active = activation above about 30%; inactive = the rest.

SMILES	D1 antagonist	D2 antagonist	D2 ag	D1 PAM	D2 potentiator	TRHR enhancer	D1 ag	TRHR agonist	RXFP1 antagonist
O=C(COc1ccc2ccccc2c1)N1CCN(Cc2c[nH]c3ccccc23)CC1	5	-21	0.9	-3	0	-3	5	0.0	-11
COC(=O)C1=C(c2ccc(F)cc2OCc2ccccc2)C[C@@H]2CC[C@H]1N2C(=O)NCCOc1ccccc1Cl	.	-10	16	-5	0	-5	12	1.1	.
NC1CCc2cc(O)c(O)cc2C1 (configuration not stated)	-102*	101*	91*	-10	-28	0	77*	0.1	.
COC(=O)CC1(Cc2ccccc2)C(=O)NC(=O)NC1=O	1	-15	0.2	-1	-28	5	-2	0.5	1
COC(=O)C1=C(c2ccc(F)cc2F)C[C@@H]2CC[C@H]1N2C(=O)N1CCCC1	2	-3	1.4	-8	-7	0	-1	-0.2	.
Cn1c(O)c(/C=C2\C=c3ccccc3=NC2=O)c(=O)n(C)c1=O	-21	.	.	0	.	-2	1	0.8	2
C=CCn1c(O)c(N=Nc2c(C)n(C)n(-c3ccccc3)c2=O)c(=O)[nH]c1=S	1	-6	0.4	-3	9	-7	2	0.1	.
Cc1cccc(OCC(=O)N2CCN(Cc3cc(=O)n4nc(-c5ccccc5Cl)sc4n3)CC2)c1	8	.	-0.1	-2	9	-7	0	0.1	.
CCOC(=O)/C(CCCN(CC)CC)=N\O	6	-7	0.6	0	-3	7	4	1.0	5
COC(=O)C1=C(c2ccc3ccccc3c2)C[C@@H]2CC[C@H]1N2C(=O)NC1CCCCC1	14	-3	1.2	1	-7	0	1	0.1	.
N#C/C(N)=C(/N)C#N	.	4	0.1	3	12	-5	0	0.2	.
CN(C)C(=O)Nc1cccc(OC(=O)N(C)C)c1	6	5	0.2	-3	0	6	2	0.6	13
Cc1cc(OC(=O)c2ccco2)c2c3c(c(=O)oc2c1)CCC3	6	-13	-0.6	0	-4	-6	2	-1.5	10
COC(=O)C1=C(c2ccc(F)cc2OCc2ccccc2)C[C@@H]2CC[C@H]1N2C(=O)NCc1ccccc1Cl	-10	-22	-0.3	1	17	-5	3	1.3	.
O=C1NC(=O)C(CCc2ccncc2)(CCc2ccccn2)C(=O)N1c1ccc(Br)cc1 (configuration not stated)	-4	.	.	4	.	12	4	0.7	-9
O=c1[nH]c(O)c(C=Nc2ccccc2[N+](=O)[O-])c(=O)[nH]1	-47*	3	2.3	-4	5	1	6	0.6	.
CN1CCN(c2ncc(C=O)s2)CC1	9	2	0.0	-6	-7	8	2	-1.1	5
Cc1nnc(NC(=O)c2cccn(Cc3ccccc3)c2=O)s1	.	.	.	0	-8	3	0	0.4	.
COc1ccc(Cl)cc1NC(=O)CN1C(=O)CN=C(c2ccccc2)c2cc(Cl)ccc21	0	.	0.7	4	-1	-1	5	2.1	-1
NNC(=O)c1ccc(O)cc1	14	3	0.2	1	-4	47*	1	0.0	12
CCCCn1c(=O)c(C(=O)Nc2nc3ccccc3[nH]2)c(O)c2ccccc21	-8	9	-2.0	2	12	6	1	0.2	.
C=CCc1cc(C=C2C(=O)NC(=O)NC2=O)cc(OC)c1OCc1ccc(C(=O)O)cc1	2	-3	0.2	2	2	-1	-3	0.0	-4
Cc1c(C=O)c2ccccc2n1Cc1cccc(F)c1	4	-3	-0.6	-3	4	-2	5	-0.8	2
CNC(=O)OCCc1n(C)cc[n+]1C	-7	2	-0.1	-3	-2	-2	1	0.3	2

Rewritten field by field: entries from further up
Cc1cc(OC(=O)c2ccco2)c2c3c(c(=O)oc2c1)CCC3
  D1 antagonist: 6
  D2 antagonist: -13
  D2 ag: -0.6
  D1 PAM: 0
  D2 potentiator: -4
  TRHR enhancer: -6
  D1 ag: 2
  TRHR agonist: -1.5
  RXFP1 antagonist: 10

NNC(=O)c1ccc(O)cc1
  D1 antagonist: 14
  D2 antagonist: 3
  D2 ag: 0.2
  D1 PAM: 1
  D2 potentiator: -4
  TRHR enhancer: 47*
  D1 ag: 1
  TRHR agonist: 0.0
  RXFP1 antagonist: 12

The listing continues.
SMILES	D1 antagonist	D2 antagonist	D2 ag	D1 PAM	D2 potentiator	TRHR enhancer	D1 ag	TRHR agonist	RXFP1 antagonist
O=c1[nH]c(=S)n(-c2ccccc2)c(O)c1/C=N/N1CCOCC1	4	-6	1.1	4	7	-4	-1	0.9	-2
COC(=O)C1=C(c2ccccc2OCc2ccccc2)C[C@@H]2CC[C@H]1N2C(=O)NCCCOC(C)C	-9	.	.	-8	.	-9	0	-0.1	.
C/C1=C\[C@@H](C)C/C=C/[C@H]2[C@@H]3O[C@]3(C)[C@@H](C)[C@H]3[C@H](Cc4c[nH]c5ccccc45)NC(=O)[C@]32C(=O)/C=C/C(=O)[C@@H]1O	10	-6	1.6	4	12	-3	-3	0.7	.
NC(=O)c1c(NC(=O)c2ccc(S(=O)(=O)N(CCCl)CCCl)cc2)sc2c1CCCCC2	-2	-2	0.2	1	3	-3	0	-0.3	-3
Cc1ccc(-n2c(O)c(/C=N/N3CCCCC3c3cccnc3)c(=O)[nH]c2=S)cc1 (configuration not stated)	-16	.	.	-6	12	20	4	1.5	-8
CCC(=NCCc1ccccc1)c1c(O)n(C)c(=O)n(C)c1=O	-19	1	2.5	-5	2	3	15	-0.4	-5
COc1cc(C(=O)N2C[C@H]3C[C@@H](C2)c2cccc(=O)n2C3)cc(OC)c1OC	-23	.	.	1	.	-1	0	0.6	.
O=[N+]([O-])c1ccc(C2C3C(c4ccccc4)=NC4(CCCC4)N32)cc1 (configuration not stated)	-1	5	-1.0	5	10	-3	0	-0.4	-10
CN1CCN(c2cccc3c2C(=O)c2ccccc2C3=O)CC1	-4	-5	-0.4	-5	-6	0	0	-0.4	-4
CN1CCN(c2c[nH]c(=O)[nH]c2=O)CC1	8	36*	0.5	-3	13	-9	2	0.3	-3
Cc1ccc(Cl)cc1NC(=O)N(Cc1ccc2c(c1)OCO2)C1CCN(Cc2ccccc2)CC1	-8	.	1.6	1	-19	-3	21	2.8	-19
N#CC(c1ccccc1)N1CCOCC1 (configuration not stated)	9	-18	-0.1	5	3	0	3	1.7	11
C=CCn1c(O)c(C(C)=NC(C)c2ccccc2)c(=O)[nH]c1=O (configuration not stated)	3	-5	-0.2	-4	-8	-1	3	-0.9	0
COc1ccc(NC(c2ccccc2)P(=O)(Oc2ccccc2)Oc2ccccc2)cc1 (configuration not stated)	-8	7	-0.7	-5	-3	0	0	-0.1	2
O=[N+]([O-])c1cnc2ccc3ccccc3c2c1	-7	12	-2.5	.	0	5	5	0.5	2
COC(=O)C1=C(c2ccc(OC(F)(F)F)cc2)C[C@@H]2CC[C@H]1N2C(=O)N1CCCCC1	3	.	.	-2	.	-12	-1	-0.3	.
Cn1cccc1/C=C1/C(=O)NC(=O)N(Cc2ccc(F)cc2)C1=O	-1	3	2.4	1	5	0	3	0.9	-39
O=C(Cn1ncc2c3ccccc3n(Cc3ccc(F)cc3)c2c1=O)N1CCC2(CC1)OCCO2	-5	-33	0.3	0	6	-9	-1	-0.2	-2
Cc1cc(NC(=O)c2cccn(Cc3cccc([N+](=O)[O-])c3)c2=O)no1	.	.	0.3	0	8	-18	1	0.3	-1
CCC(=NCCCN(CC)CC)c1c(O)n(-c2ccccc2)c(=O)[nH]c1=O	-33*	-4	-0.8	-2	-17	-2	1	0.3	10
C[C@]12CCC3C(CCC4=CC(O)CC[C@@]43/C=N/O)C1(O)CCC2C1=CC(=O)OC1 (some centres not stated)	-4	-3	-0.6	-2	-1	-1	4	0.6	-40
CCCCn1c(O)c(/C(CC)=N/N2CCCCC2c2cccnc2)c(=O)[nH]c1=S (configuration not stated)	17	5	-0.3	2	2	5	3	-0.8	4
CCN(C(=O)COC(=O)C(O)(c1ccccc1)c1ccccc1)c1c(N)n(Cc2ccccc2)c(=O)[nH]c1=O	3	.	.	-4	.	-3	5	0.4	13
O=[N+]([O-])c1ccc2c(c1)C(c1ccccc1)=NCCN2	-4	3	-1.3	-3	8	-2	0	-0.1	-12
CC12CC[C@H]3[C@@H](CCC4(O)C[C@H](O)CCC34/C=N/NC(=O)c3ccccc3F)C1(O)CCC2C1=CC(=O)OC1 (some centres not stated)	1	-5	0.8	0	-7	-2	2	-0.1	-9
COc1ccc(-n2c(O)c(/C=C3\C=Nc4ccc(Br)cc43)c(=O)[nH]c2=O)c(OC)c1	-25	-22	-0.2	1	1	-10	2	0.1	-71*
O=c1c2ccccc2[nH]c(=S)n1-c1ccc(Br)cc1	-2	14	-0.3	-6	-1	-3	-2	-0.8	-12
O=C(C[N+]12CCC(CC1)C(C(O)(c1ccccc1)c1ccccc1)C2)c1ccc(Br)cc1 (configuration not stated)	-16	11	-1.1	-2	-14	-7	2	0.3	1
CN1CCN(c2ccc([N+](=O)[O-])c(NCC3CCCO3)c2)CC1 (configuration not stated)	-5	15	0.2	-1	-10	3	5	0.4	-8
COc1ccc(CN2C(=O)NC(=O)/C(=C\c3ccc(OC)c(OC)c3OC)C2=O)cc1	7	11	1.9	-3	.	-5	4	0.0	-36
COc1cc2c(cc1OC)-c1c(OC)c(OC)cc3c1[C@H](C2)[N+](C)(C)CC3	-14	15	0.2	-2	-8	5	-1	0.0	.
NCCCP(=O)(O)CCc1ccccc1	4	10	0.4	0	-8	-1	0	-0.1	-9
COc1ccc(C(=O)C2CCCN(Cc3ccon3)C2)cc1OC (configuration not stated)	4	-24	0.4	-4	-15	-1	1	2.4	0
CCOC(=O)C1=Nc2ccccc2/C1=C\c1c(O)n(C)c(=O)n(C)c1=O	-7	-9	0.4	-7	0	3	3	0.8	-10
COc1cc(OC)cc(C2(C#N)CCN(C)CC2)c1	-2	8	-1.4	2	-6	-3	1	-0.4	-6
CCn1c(O)c(/C=N/NC(=O)c2ccncc2)c(=O)[nH]c1=S	-31*	.	.	0	.	10	3	-0.4	-9
COC(=O)c1ccccc1OP1(=O)COc2ccccc2OC1	-11	4	0.1	-3	-3	-2	1	-0.3	-12
COc1ccc(-n2c(O)c(C(C)=NCc3ccc4c(c3)OCO4)c(=O)[nH]c2=O)cc1	2	4	-0.5	10	12	3	0	-0.4	13
O=C(CCC(=O)N1CC2C[C@@H](C1)Cn1c2cccc1=O)NCCc1ccccc1F	-8	29	0.3	-4	10	0	0	0.0	.
CC(=O)CC(c1ccccc1[N+](=O)[O-])c1c(O)c2ccccc2oc1=O (configuration not stated)	-7	.	.	-4	-2	2	1	0.7	-13
CN1Cc2cccnc2N(C)Cc2cc(Cl)ccc21	14	-9	-1.5	-5	-4	18	6	-0.5	-5
O=c1[nH]c(=O)n(-c2cccc3ccccc23)c(O)c1/C=N/N1CCCCC1	-1	2	1.3	-1	-2	1	2	0.5	12

Ordered by SMILES length (low to high): part of the list above.
SMILES	D1 antagonist	D2 antagonist	D2 ag	D1 PAM	D2 potentiator	TRHR enhancer	D1 ag	TRHR agonist	RXFP1 antagonist
O=c1[nH]c(=O)n(-c2cccc3ccccc23)c(O)c1/C=N/N1CCCCC1	-1	2	1.3	-1	-2	1	2	0.5	12
O=C(CCC(=O)N1CC2C[C@@H](C1)Cn1c2cccc1=O)NCCc1ccccc1F	-8	29	0.3	-4	10	0	0	0.0	.
COc1ccc(-n2c(O)c(C(C)=NCc3ccc4c(c3)OCO4)c(=O)[nH]c2=O)cc1	2	4	-0.5	10	12	3	0	-0.4	13

High-throughput results (PubChem)

Not all compounds are listed; count on the stated rates, not on these rows.
